Source: PubChem
FLuc inh counter: counter-screen for luciferase assay inhibitors: firefly luciferase inhibition; 200,000 compounds, 1.5% hits; ATPLite firefly luciferase biochemical luminescence, 10 min; inhibition, % at 10 µM; P08659; AID 1006;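 active = inhibition above about 50% when tested at 10 µM, limit read from the data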
Target sequence (P08659 whole entry, looked up): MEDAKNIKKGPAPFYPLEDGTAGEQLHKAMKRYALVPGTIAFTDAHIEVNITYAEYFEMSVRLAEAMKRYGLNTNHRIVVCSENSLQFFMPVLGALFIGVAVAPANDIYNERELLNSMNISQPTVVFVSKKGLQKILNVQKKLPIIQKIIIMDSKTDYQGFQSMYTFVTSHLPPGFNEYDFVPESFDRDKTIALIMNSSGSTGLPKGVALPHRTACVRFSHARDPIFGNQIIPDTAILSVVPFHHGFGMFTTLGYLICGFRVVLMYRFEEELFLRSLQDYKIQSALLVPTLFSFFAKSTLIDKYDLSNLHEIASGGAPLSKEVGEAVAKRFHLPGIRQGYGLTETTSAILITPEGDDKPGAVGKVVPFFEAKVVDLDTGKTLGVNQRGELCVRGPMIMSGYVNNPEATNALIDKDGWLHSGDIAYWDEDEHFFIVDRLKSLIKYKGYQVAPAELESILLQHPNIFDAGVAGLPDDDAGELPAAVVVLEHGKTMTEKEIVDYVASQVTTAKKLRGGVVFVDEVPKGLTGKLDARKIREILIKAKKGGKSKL
APP 5'UTR act: activates APP 5'UTR luciferase reporter | SH-SY5Y APP 5'UTR luciferase reporter, luminescence; zero percent = DMSO vehicle wells | activation, % at 2 µM | 190,000 compounds, 1% hits | AID 1276;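 active = activation above a set limit, based on mean plus 3 SD of controls, cut at about 140% in these data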; note: values of inactives mirror those of a sister screen read the other way
STAT3 inh: STAT3 signaling inhibition | U3A cells, IL-6 STAT3-luciferase reporter, luminescence; host cell line lacks STAT1 | inhibition, % at 5.5 µM | 190,000 compounds, 0.89% hits;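 active = inhibition above the mean inhibition across all screened compounds plus 3 SD, cut at about 44% in these data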;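 note: 0% = DMSO only wells and 100% = 100 µM nifuroxazide control wells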
Hsp70 activator: transcriptional activators of Hsp70; AID 1203; 200,000 compounds, 0.04% hits; activation, % at 10 µM; HeLa Hsp70 promoter luciferase reporter, luminescence; scaled: vehicle 0, proteasome-inhibitor control 100%;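 active = activation above the mean across all tested compounds plus 3 SD, cutoff set per campaign, cut at about 5.5% in these data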;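 note: 100% = MG132 at 30 µM as the positive control and 0% = DMSO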
STAT1 blocker: reduces IFN-gamma driven STAT1 reporter signal; NIH 3T3 STAT1-luciferase reporter, luminescence; AID 920; inhibition, % at 5.5 µM; 200,000 compounds, 0.35% hits;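 active = inhibition above a set limit, the mean inhibition across all tested compounds plus 3 SD, cut at about 34% in these data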;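 note: 0% = IFN-gamma with DMSO and 100% = IFN-gamma with 300 µM nifuroxazide; values of inactives mirror those of a sister screen read the other way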
APP 5UTR inh: APP translation inhibition; inhibition, % at 2 µM; 190,000 compounds, 0.82% hits; SH-SY5Y APP 5'UTR-luciferase reporter, luminescence;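 active = inhibition above a set limit, derived from the sample mean plus 3 SD, cut at about 45% in these data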; note: values of inactives mirror those of a sister screen read the other way
STAT1 act: increases IFN-gamma driven STAT1 reporter signal; NIH 3T3 STAT1-luciferase reporter, luminescence; 100% = IFN-gamma alone, no compound; activation (% of control), % at 5.5 µM; 200,000 compounds, 2.6% hits; AID 932;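 active = activation above the screen-wide mean activation plus 3 SD, cut at about 130% in these data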;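 note: raw ratio to IFN-gamma control signal so 100% means no change and 0% no light; values of inactives mirror those of a sister screen read the other way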
STAT3 act: STAT3 signaling activation | U3A cells, IL-6 STAT3-luciferase reporter, luminescence; 100% = signal with IL-6 EC80 alone | activation (% of control), % at 5.6 µM | 190,000 compounds, 0.91% hits | AID 871;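 active = activation above the screen-wide mean of compound activation plus 3 SD, cut at about 130% in these data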;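 note: 0% = background luminescence of wells with medium and substrate only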
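Material: STAT3-luciferase reporter U3A cells; Probe or stimulus: IL-6 (33 ng/mL); Incubation: compound pre-incubation 1 h before IL-6, then 6 h stimulation at 37 °C; Technique: luminescence from STAT3-driven luciferase reporter; Evaluation: % activation versus median of IL-6-stimulated wells; Controls: IL-6-only high control.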
RAM network inh: blocks the yeast RAM network; S. cerevisiae dse1pr::URA3 reporter, 5-FOA growth OD615, 2 d; analog-sensitive cbk1-as2 kinase mutant strain; 190,000 compounds, 1.8% hits; inhibition, % at 50 µM; AID 868;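 active = inhibition above a set limit, 3 SD over mean compound inhibition, cut at about 8.4% in these data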;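 note: 0% = DMSO-only wells with no growth and 100% = 10 µM 1-NA-PP1 full growth; inhibition rescues growth on 5-FOA so higher OD means more RAM inhibition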
NF-kB neuron act: raises NF-kB expression in human neuronal cells; 190,000 compounds, 1.6% hits; fold change at 12.5 µM; NF-kB reporter expression; active compounds read high; AID 1239; in the data active = fold change above about 3.3
Active calls of the source: *.

`COc1ccc(S(=O)(=O)NCCSCc2ccco2)cc1OC` gave FLuc inh counter -3, APP 5'UTR act -1, STAT3 inh -4, Hsp70 activator -0.2, STAT1 blocker 1, APP 5UTR inh 2, STAT1 act 99, STAT3 act 107, RAM network inh 3.5 and NF-kB neuron act 0.97.
For CCc1ccc(N2CC(O)=C(c3nc4ccccc4c(=O)[nH]3)C2=N)cc1 the results were FLuc inh counter 2, APP 5'UTR act 3, STAT3 inh 23, Hsp70 activator -0.2, STAT1 blocker 4, APP 5UTR inh -3, STAT1 act 97, STAT3 act 82, RAM network inh 5.8 and NF-kB neuron act 1.3.
For COC(=O)CC1COc2ccccc2N1C(=O)c1cccc(C(F)(F)F)c1 (configuration not stated) the results were FLuc inh counter -3, APP 5'UTR act 14, STAT3 inh -17, Hsp70 activator -0.5, STAT1 blocker 7, APP 5UTR inh -14, STAT1 act 94, STAT3 act 114, RAM network inh 0.6 and NF-kB neuron act 2.
For CCC1CCCCN1C(=O)c1ccccc1OC1CCN(S(C)(=O)=O)CC1 (configuration not stated) the results were FLuc inh counter -5, APP 5'UTR act -15, STAT3 inh 4, Hsp70 activator -0.1, STAT1 blocker 3, APP 5UTR inh 15, STAT1 act 96, STAT3 act 101, RAM network inh 4.3 and NF-kB neuron act 0.96.
For COc1cccc(CNC(=O)C(=O)NCC(c2ccco2)N2CCOCC2)c1 (configuration not stated) the results were FLuc inh counter -2, APP 5'UTR act 6, STAT3 inh 14, Hsp70 activator -0.2, STAT1 blocker 0, APP 5UTR inh -6, STAT1 act 100, STAT3 act 92, RAM network inh 2.4 and NF-kB neuron act 1.1.
Screening CC(=O)CSc1ncnc2c1cnn2-c1ccccc1 returned FLuc inh counter 40, APP 5'UTR act 120, STAT3 inh 38, Hsp70 activator 0.3, STAT1 blocker -27, APP 5UTR inh -120, STAT1 act 123, STAT3 act 71, RAM network inh 1.8 and NF-kB neuron act 7.2*.
`COc1cc(C(=O)Oc2cc(C)[nH]c(=O)c2[N+](=O)[O-])cc(OC)c1OC` gave FLuc inh counter -12, APP 5'UTR act 7, STAT3 inh 1, Hsp70 activator -0.1, STAT1 blocker 2, APP 5UTR inh -8, STAT1 act 99, STAT3 act 99, RAM network inh -0.1 and NF-kB neuron act 1.1.
For Fc1ccc(-n2cc(CNCCc3ccncc3)c(-c3ccccc3Cl)n2)cc1 the results were FLuc inh counter -4, APP 5'UTR act 8, STAT3 inh 6, Hsp70 activator -0.1, STAT1 blocker 7, APP 5UTR inh -8, STAT1 act 94, STAT3 act 100, RAM network inh 0.1 and NF-kB neuron act 1.1.
For Cc1nc2ccccn2c1C(=O)/C=C/c1cccc([N+](=O)[O-])c1 the results were FLuc inh counter -8, APP 5'UTR act -13, STAT3 inh 10, Hsp70 activator 0.2, STAT1 blocker 8, APP 5UTR inh 13, STAT1 act 92, STAT3 act 94, RAM network inh 3.6 and NF-kB neuron act 0.93.
For Nc1c(C(=O)NCc2ccco2)nnn1CC(=O)Nc1ccccc1 the results were FLuc inh counter 0, APP 5'UTR act 20, STAT3 inh 7, Hsp70 activator -0.5, STAT1 blocker -6, APP 5UTR inh -20, STAT1 act 106, STAT3 act 99, RAM network inh 4.1 and NF-kB neuron act 0.97.
COC(=O)c1ccc(-n2nnnc2SC)cc1 was read as FLuc inh counter -2, APP 5'UTR act -8, STAT3 inh 8, Hsp70 activator -0.2, STAT1 blocker -6, APP 5UTR inh 8, STAT1 act 105, STAT3 act 97, RAM network inh -0.5 and NF-kB neuron act 1.1.
`O=c1oc2ccccc2c(O)c1/C=C1\C=Nc2ccccc21` gave FLuc inh counter 15, APP 5'UTR act 4, STAT3 inh -76, Hsp70 activator 0.0, STAT1 blocker 6, APP 5UTR inh -4, STAT1 act 95, STAT3 act 161*, RAM network inh 2.4 and NF-kB neuron act 1.6.
C#CCNc1c2c(nc3nnnn13)CCCC2 was read as FLuc inh counter 3, APP 5'UTR act -1, STAT3 inh 11, Hsp70 activator -0.1, STAT1 blocker 0, APP 5UTR inh 1, STAT1 act 102, STAT3 act 95, RAM network inh 0.7 and NF-kB neuron act 1.2.
For C/C(CC(=O)Nc1cc(C)ccn1)=N\NC(=O)C(=O)Nc1cccc(C)c1 the results were FLuc inh counter 0, APP 5'UTR act 22, STAT3 inh -5, Hsp70 activator -0.2, STAT1 blocker -15, APP 5UTR inh -22, STAT1 act 114, STAT3 act 107, RAM network inh 1.1 and NF-kB neuron act 1.6.
`CCCCCC(=O)N(O)C1CC(=O)N(c2ccccc2)C1=O` (configuration not stated) gave FLuc inh counter -6, APP 5'UTR act -1, STAT3 inh 16, Hsp70 activator -0.1, STAT1 blocker 33, APP 5UTR inh 1, STAT1 act 70, STAT3 act 90, RAM network inh 1.9 and NF-kB neuron act 1.3.
`COC(=O)c1ccc(N2CCN(S(=O)(=O)c3c(C)cc(C)cc3C)CC2)c([N+](=O)[O-])c1` gave FLuc inh counter -8, STAT3 inh -12, Hsp70 activator 0.0, STAT1 blocker -2, STAT1 act 102, STAT3 act 115, RAM network inh 2.6 and NF-kB neuron act 0.85.
For CCCc1cc(-n2cnc3ccccc32)n2c(nc3ccccc32)c1C#N the results were FLuc inh counter -6, APP 5'UTR act 0, STAT3 inh -4, Hsp70 activator -0.3, STAT1 blocker -2, APP 5UTR inh 0, STAT1 act 102, STAT3 act 108, RAM network inh 0.1 and NF-kB neuron act 1.1.
Screening CCn1c(SCC(=O)N/N=C/c2cc(OC)c(OC)c(OC)c2)nc2ccccc21 returned FLuc inh counter -2, APP 5'UTR act 19, STAT3 inh 1, Hsp70 activator -0.4, STAT1 blocker 6, APP 5UTR inh -19, STAT1 act 95, STAT3 act 104, RAM network inh 0.5 and NF-kB neuron act 0.71.
Screening Cc1ccc(S(=O)(=O)CC(=O)N2CCOCC2)cc1 returned FLuc inh counter 5, APP 5'UTR act 0, STAT3 inh 1, Hsp70 activator -0.3, STAT1 blocker -3, APP 5UTR inh 0, STAT1 act 101, STAT3 act 103, RAM network inh 0.2 and NF-kB neuron act 1.1.
Screening Cc1csc(NC(=O)CSc2nnc(-c3ccc(Cl)cc3)n2N)n1 returned FLuc inh counter -7, APP 5'UTR act 8, STAT3 inh 2, Hsp70 activator -0.5, STAT1 blocker -6, APP 5UTR inh -8, STAT1 act 106, STAT3 act 104, RAM network inh 3.9 and NF-kB neuron act 1.1.
Screening O=C(NCc1cccnc1)C1c2ccccc2C(=O)N1C1CCCCCCC1 (configuration not stated) returned FLuc inh counter -5, APP 5'UTR act 15, STAT3 inh 5, Hsp70 activator -0.3, STAT1 blocker -4, APP 5UTR inh -15, STAT1 act 104, STAT3 act 99, RAM network inh 0.3 and NF-kB neuron act 1.2.
`O=C(NCc1cccnc1)C(=O)Nc1nccs1` gave FLuc inh counter 2, APP 5'UTR act 2, STAT3 inh 6, Hsp70 activator -0.2, STAT1 blocker -4, APP 5UTR inh -2, STAT1 act 104, STAT3 act 95, RAM network inh 0.5 and NF-kB neuron act 1.1.
COc1ccc(Cl)cc1-c1nc(SCC(=O)NC(C)(C)C)n[nH]1 was read as FLuc inh counter -3, APP 5'UTR act 17, STAT3 inh 26, Hsp70 activator -0.3, STAT1 blocker 14, APP 5UTR inh -17, STAT1 act 86, STAT3 act 85, RAM network inh -1.1 and NF-kB neuron act 0.98.
Screening O=C(OCC#CCSc1nc2ccccc2o1)c1ccco1 returned FLuc inh counter -7, APP 5'UTR act 43, STAT3 inh 5, Hsp70 activator -0.1, STAT1 blocker -1, APP 5UTR inh -43, STAT1 act 101, STAT3 act 98, RAM network inh 1.3 and NF-kB neuron act 1.1.
Screening O=C(CN1CCc2ccccc21)NCc1ccc2c(c1)OCO2 returned FLuc inh counter -3, APP 5'UTR act 3, STAT3 inh -13, Hsp70 activator -0.2, STAT1 blocker 4, APP 5UTR inh -3, STAT1 act 96, STAT3 act 110, RAM network inh 0.5 and NF-kB neuron act 1.
COc1cccc(NC(=O)Cn2c(SCC(=O)N3CCOCC3)nc3ccccc32)c1 was read as FLuc inh counter -9, APP 5'UTR act 4, STAT3 inh 22, Hsp70 activator -0.2, STAT1 blocker -4, APP 5UTR inh -4, STAT1 act 104, STAT3 act 84, RAM network inh -0.6 and NF-kB neuron act 1.2.
`CCCCn1c(CCCNC(=O)CC)nc2ccccc21` gave FLuc inh counter 6, APP 5'UTR act 9, STAT3 inh 7, Hsp70 activator 0.4, STAT1 blocker -5, APP 5UTR inh -9, STAT1 act 105, STAT3 act 98, RAM network inh 2.5 and NF-kB neuron act 1.1.
`BrC(=C\c1ccccc1)/C=N/N1CCN(c2ccccn2)CC1` gave FLuc inh counter 1, APP 5'UTR act 7, STAT3 inh 10, Hsp70 activator -0.1, STAT1 blocker -1, APP 5UTR inh -7, STAT1 act 103, STAT3 act 99, RAM network inh -2.2 and NF-kB neuron act 1.4.
`Cc1ccc(S(=O)(=O)N2CCCCC2)cc1NC(=O)COC(=O)c1ccc2c(c1)OCO2` gave FLuc inh counter -5, APP 5'UTR act -5, STAT3 inh 18, Hsp70 activator 0.0, STAT1 blocker 13, APP 5UTR inh 5, STAT1 act 87, STAT3 act 84, RAM network inh 2.5 and NF-kB neuron act 1.4.
`CCCn1nc(C(=O)NC2CCCc3ccccc32)c2ccccc2c1=O` (configuration not stated) gave FLuc inh counter 1, APP 5'UTR act -9, STAT3 inh 2, Hsp70 activator -0.6, STAT1 blocker 0, APP 5UTR inh 9, STAT1 act 100, STAT3 act 103, RAM network inh 5.3 and NF-kB neuron act 0.77.
For O=C(COc1ccccc1[N+](=O)[O-])N/N=C/c1ccncc1 the results were FLuc inh counter -4, APP 5'UTR act 16, STAT3 inh 13, Hsp70 activator -0.3, STAT1 blocker 0, APP 5UTR inh -16, STAT1 act 99, STAT3 act 92, RAM network inh -0.8 and NF-kB neuron act 1.2.
Screening CCc1ccc(N=CC23c4ccccc4C(c4ccccc42)C2C(=O)N(c4ccc(OC)cc4)C(=O)C23)cc1 (configuration not stated) returned FLuc inh counter -4, APP 5'UTR act 6, STAT3 inh -21, Hsp70 activator -0.1, STAT1 blocker -2, APP 5UTR inh -6, STAT1 act 102, STAT3 act 117, RAM network inh 3.5 and NF-kB neuron act 0.94.
For CCc1ccc2c(c1)c1nc(C)sc1n2CC the results were FLuc inh counter 3, APP 5'UTR act 1, STAT3 inh 6, Hsp70 activator 0.0, STAT1 blocker 3, APP 5UTR inh -1, STAT1 act 97, STAT3 act 97, RAM network inh -1.6 and NF-kB neuron act 1.3.
`O=C(NCCN1CCOCC1)c1ccc2c(c1)N(Cc1cccc(F)c1)C(=O)c1ccccc1S2` gave FLuc inh counter -8, APP 5'UTR act -1, STAT3 inh 18, Hsp70 activator 0.1, STAT1 blocker 3, APP 5UTR inh 1, STAT1 act 96, STAT3 act 94, RAM network inh 0.1 and NF-kB neuron act 0.78.

Two entries picked at random from those above:
Screening CCc1ccc(N=CC23c4ccccc4C(c4ccccc42)C2C(=O)N(c4ccc(OC)cc4)C(=O)C23)cc1 (configuration not stated) returned FLuc inh counter -4, APP 5'UTR act 6, STAT3 inh -21, Hsp70 activator -0.1, STAT1 blocker -2, APP 5UTR inh -6, STAT1 act 102, STAT3 act 117, RAM network inh 3.5 and NF-kB neuron act 0.94.
`O=C(NCc1cccnc1)C(=O)Nc1nccs1` gave FLuc inh counter 2, APP 5'UTR act 2, STAT3 inh 6, Hsp70 activator -0.2, STAT1 blocker -4, APP 5UTR inh -2, STAT1 act 104, STAT3 act 95, RAM network inh 0.5 and NF-kB neuron act 1.1.
